Bioassay records as filed in PubChem.
Growth percent in the NCI-60 one-dose screen (48 h, 10 µM unless noted): 100 = growth as untreated, 0 = no growth, -100 = all killed.
UO-31 – UO-31 renal cancer. actives 5.2% (n = 81,000). AID 1794768
SN12C – SN12C renal cancer cells; actives 3.8% (n = 81,000); AID 1794767
TK-10 – TK-10 renal cancer cells. actives 3.9% (n = 81,000)
IGROV1 – IGROV1 ovarian cancer; actives 4.7% (n = 79,000); AID 1794786
ACHN – ACHN renal cancer; AID 1794771; actives 4.9% (n = 81,000)
NCI/ADR-RES – NCI/ADR-RES ovarian cells; actives 4.4% (n = 81,000); AID 1794790
CAKI-1 – CAKI-1 renal cancer; actives 4.7% (n = 75,000)
786-0 – 786-0 renal cancer cells; AID 1794775; actives 5.1% (n = 81,000)
The depositor's hits bear a star; nt = no result given; & = joins results of further samples. The calls were made as follows: active = growth percent below 10; inactive = the rest.

1	CC(C)(C)c1ccc(S(=O)(=O)N[C@H]2CC[C@H]3[C@@H]4CCc5cc(O)c([N+](=O)[O-])cc5[C@H]4CC[C@]23C)cc1
2	Cc1ccc(C(=O)CSc2nc3ccccc3c(=O)n2C)cc1
3	CCCCC(C(O)c1ccc(C(C)(C)C)cc1)N(CC)CC (configuration not stated)
4	Cc1nc(N2N=C(c3ccccc3)CC2c2cccs2)sc1C(=O)/C=C/c1ccc(Cl)cc1 (configuration not stated)
5	N#C/C(=C\c1ccc(Cl)cc1)C(=O)c1c[nH]c2ccccc12
6	CC(=O)OCC(=O)C1(O)C(C)CC2C3C=C(C)C4=Cc5c(cnn5-c5ccccc5)CC4(C)C3C(O)CC21C (configuration not stated)
7	CCCCOC(=O)OCc1cc(=O)c(O)co1
8	C#CC(C)(CC)OC(C)=O (configuration not stated)
compound no.,1,2,3,4,5,6,7,8
UO-31,35,57,69,78,65,-12*,92,88
SN12C,72,94,97,100,94,33,99,107
TK-10,91,134,93,107,149,39,95,109
IGROV1,78,71,95,105,92,nt,110,108
ACHN,30,84,96,102,96,23,98,116
NCI/ADR-RES,69,90,92,102,99,35,108,104
CAKI-1,46,73,88,93,84,21,93,106
786-0,62,98,81,101,100,-39*,99,93

9	OC(c1cc(-c2ccc(Cl)cc2)nc2c(Cl)cccc12)C1CCCCN1 (configuration not stated)
10	Nc1cc(N)n(C2=NCCN2)n1
11	CC(C)(C)OC(=O)N1CCC(O)[C@@H](O[Si](c2ccccc2)(c2ccccc2)C(C)(C)C)[C@H]1/C=C/c1ccccc1 (some centres not stated)
12	Nn1cnc2c(ncn2C2OC(CO)C(O)C2O)c1=O (configuration not stated)
13	Cc1ccc(S(=O)(=O)OCC#CCOS(=O)(=O)c2ccc(C)cc2)cc1
14	CC1(C)CC[C@]2(CO)CC[C@]3(C)C([C@H](O)C[C@@H]4[C@@]5(C)CC[C@H](O)C(C)(C)[C@@H]5CC[C@]43C)[C@@H]2C1 (some centres not stated)
15	OCCN(CCO)c1ccc2ccccc2c1
16	CCN(CC)c1ccc(-c2nc3c4ccccc4c4ccccc4c3[nH]2)c(O)c1
compound no.,9,10,11,12,13,14,15,16
UO-31,-75*,102,39,86,-87*,101,65,76
SN12C,-70*,99,73,96,64,92,94,99
TK-10,-76*,112,66,nt,101,115,98,171
IGROV1,-74*,102,61,121,-40*,107,94,96
ACHN,-65*,101,41,105,50,102,106,92
NCI/ADR-RES,-70*,119,69,103,31,105,99,97
CAKI-1,-73*,126,45,98,-83*,97,97,nt
786-0,-75*,106,52,100,75,112,111,110

17	N#CC(NC(=O)c1ccccc1)C1CC1 (configuration not stated)
18	COc1nc2c(c(=O)n1C)CN(c1ccccc1)C=N2
19	Cc1nc2sc(C(=O)Nc3cccc(Br)c3)c(N)c2cc1C(O)c1ccccc1 (configuration not stated)
20	COc1ccc(C2CC(=O)Nc3[nH]ncc32)cc1 (configuration not stated)
21	Oc1c(Br)cc(Br)c2ccccc12
22	COc1cccc(CNc2nnc(C)c(C)n2)c1O
23	O=S(=O)(O)c1cc(N=Nc2ccc(O)c3ccccc23)ccc1/C=C/c1ccc(N=Nc2ccc(O)c3ccccc23)cc1S(=O)(=O)O
24	CCCCC1(C(O)CC)Sc2ccccc2N1C (configuration not stated)
compound no.,17,18,19,20,21,22,23,24
UO-31,95,68,48,92,71,92,70,90
SN12C,88,92,22,100,95,97,113,103
TK-10,89,147,58,92,118,108,117,102
IGROV1,104,119,32,96,74,107,73,91
ACHN,103,97,33,101,94,110,109,88
NCI/ADR-RES,101,110,12,100,100,104,109,99
CAKI-1,100,108,46,93,89,100,96,93
786-0,100,108,36,95,108,104,111,95

25	Cl.[Pt].[c-]1ccccc1-c1ccccn1.c1ccc(P(c2ccccc2)C([PH+](c2ccccc2)c2ccccc2)[PH+](c2ccccc2)c2ccccc2)cc1
26	Cc1ccc2[nH]c3ccccc3c2c1
27	CCOC(=O)c1ccccc1OC(=O)NNc1ccccc1
28	CCCCOc1nc2ccc(Cl)cc2cc1/C=C/c1cc(/C=C/c2cc3cc(Cl)ccc3nc2OCCCC)[nH]n1
29	Nc1nc2ccccc2[nH]1
30	COc1ccccc1Cn1cc2c(c1-c1ccccc1)CCc1cnoc1-2
31	CC1CCCCN1 (configuration not stated)
32	CCOc1ccc(/C=C2\NC(=S)NC2=O)cc1
compound no.,25,26,27,28,29,30,31,32
UO-31,-0.1*,91,29,85,87&62,34,81,101
SN12C,9.8*,109,66,99,111&98,50,96&101,109
TK-10,21,106,73,103,111&104,81,115&104,101
IGROV1,17,107,60,97,117&84,45,93&141,112
ACHN,5.0*,110,52,104,104&101,49,109&100,100
NCI/ADR-RES,61,109,58,109,105&100,21,95&110,137
CAKI-1,-5.7*,97,26,94,109&85,4.3*,100&104,119
786-0,23,94,45,102,108&105,34,89,101

33	O=S(=O)(Nc1cccnc1)c1ccccc1
34	O=S(=O)(Nc1ncccn1)c1ccc(Nc2ccc3nnc(-c4ccncc4)n3n2)cc1
35	COc1c(B(O)O)cccc1-c1nc2ccc3n[nH]c(F)c3c2c2c1CCCC2
36	CCOC(=O)C1[C@@H]2C(=O)N(c3ccc(C)cc3)C(=O)[C@@H]2[C@H](c2cn(-c3ccccc3)nc2C)N1Cc1ccccc1 (some centres not stated)
37	Oc1[nH]c2ccc(Cl)cc2c1/C=c1/ccc2c(c1)N=C(c1cccs1)N=2
38	Cc1ccc(S(=O)(=O)N2CCCCC2)cc1
39	O=C1/C(=C\c2ccc(Cl)cc2)SC(=S)N1Cc1nc2ccccc2[nH]1
40	Cc1cc(C)cc(C(=O)N2CCCCC2)c1
compound no.,33,34,35,36,37,38,39,40
UO-31,82,81,42,102,73,90,71,90
SN12C,101,94,63,104,55,104,91,100
TK-10,107,115,36,114,81,93,119,95
IGROV1,103,105,80,117,61,110,58,117
ACHN,97,99,66,88,58,107,93,107
NCI/ADR-RES,105,102,80,96,64,99,93,107
CAKI-1,99,100,0.8*,101,53,100,102,97
786-0,99,103,70,99,67,103,93,112

41	CC(=O)c1sc(/N=C2\NC(=O)/C(=C/c3cccnc3)S2)nc1C
42	O=C1c2ccccc2C(=O)N1CCCI
43	N[C@@H]1CCCN(c2c(/C=C3\SC(=O)NC3=O)cccc2-c2ccccc2)C1
44	CCCCN(CCCC)C(=O)[C@H](CC)[C@@H]1CC[C@@H](C)[C@@H]([C@H](C)[C@@H](O)[C@@H](C)C(=O)[C@H](CC)C2O[C@]3(C=CC(=O)[C@]4(CC[C@@](C)([C@H]5CC[C@](O)(CC)[C@H](C)O5)O4)O3)[C@H](C)C[C@@H]2C)O1 (some centres not stated)
45	C/C(=C(/C)C1CC1CCN(C(=O)c1ccc([N+](=O)[O-])cc1)S(=O)(=O)c1ccc(C)cc1)c1ccccc1 (configuration not stated)
46	NNC(=O)NC1CCCCC1
47	O=C(COc1ccc(NC(=O)Nc2ccc(Cl)c(Cl)c2)cc1)N=Nc1c(O)[nH]c2ccccc12
48	Cc1ccc(-c2c3c(C)nn(-c4ccccc4)c3nc3nc(C)[nH]c(=O)c23)cc1
compound no.,41,42,43,44,45,46,47,48
UO-31,91,101,32,13,80,86,88,98
SN12C,102,102,65,29,94,108,-32*,97
TK-10,105,83,79,43,99,111,30,116
IGROV1,90,nt,67,59,96,125,-49*,105
ACHN,107,114,73,14,97,106,37,96
NCI/ADR-RES,107,106,88,78,97,119,81,105
CAKI-1,nt,94,74,22,68,106,16,88
786-0,102,96,83,48,102,97,-72*,96

49	NC(=S)N/N=C1/Cc2cccc3cccc1c23
50	CCc1ccccc1-c1nc(CN[C@@H]2C[C@@H]3C[C@H]([C@H]2C)C3(C)C)c(C)o1
51	Nc1c(C(=O)N2c3ccccc3Sc3ccccc32)sc2nc3c(cc12)CCCCCC3
52	COc1cc(C=O)ccc1OC(=O)c1cc(-c2ccccc2)n(-c2ccc(S(C)(=O)=O)cc2)n1
53	COC(=O)/C=c1\[nH]n2/c(=C/c3ccc(OC)cc3)c(=O)nc-2n(-c2ccccc2)c1=O
54	COc1cccc(/C(C)=N/NC(=O)CSc2nc3ccccc3c(=O)n2CCc2ccc(S(N)(=O)=O)cc2)c1
55	O=C(O)C1(NC2CCCCC2)CCCCC1
56	CCc1ccc(-c2ccc(-n3nc(C)c(C#N)c3N)cc2)cc1
compound no.,49,50,51,52,53,54,55,56
UO-31,nt,-88*,78,87,73,99,71,82
SN12C,91,-79*,102,102,95,40,103,89
TK-10,88,-89*,90,132,117,32,105,95
IGROV1,nt,-85*,101,112,82,77,98,115
ACHN,103,-98*,95,109,99,85,96,108
NCI/ADR-RES,96,-78*,103,105,100,75,102,86
CAKI-1,98,-95*,96,102,97,71,96,nt
786-0,93,-82*,98,106,88,-27*,98,83

57	Cc1oc(-c2ccc(Cl)cc2)nc1C1=NN(C(=O)c2ccncc2)C(c2ccc(Cl)cc2)C1 (configuration not stated)
58	COc1ccc(Oc2nc(Nc3ccc(N4CCOCC4)cc3)ncc2NC(=O)c2ccnc([N+](=O)[O-])c2)cc1
59	CCOc1ccc(-n2c(-c3cc(OC)c(OC)c(OC)c3)nnc2-c2ccc(OC)cc2N)cc1
60	COc1cccc(-c2nc3ccc(C(=O)NN4C(=O)c5ccc(C(=O)O)cc5C4=O)cc3[nH]2)c1
61	CCOC(=O)C1C(C)=CC(=O)CC1CC (configuration not stated)
62	CCCc1[nH]nc2c1C(c1cc3c(cc1Br)OCO3)C(C#N)=C(N)O2 (configuration not stated)
63	COc1ccc2cc([C@H](C)C(=O)NCc3ccccc3)ccc2c1
64	CC(C)OC(=O)c1c2cc(F)c(F)cc2nn1Cc1ccccc1
compound no.,57,58,59,60,61,62,63,64
UO-31,64,71,57,92,85,68,46,58
SN12C,91,104,92,102,106,92,34,nt
TK-10,94,116,70,114,88,112,66,85
IGROV1,83,98,57,107,120,106,47,76
ACHN,76,98,nt,111,103,102,55,77
NCI/ADR-RES,81,99,77,126,110,103,-10*,79
CAKI-1,74,86,nt,103,100,77,35,59
786-0,74,94,90,102,102,103,60,71

65	CC12c3ccccc3C(C)(C3C=CC=CC31)C(NS(=O)(=O)c1ccccc1)C2O (configuration not stated)
66	Cc1coc(NS(=O)(=O)c2ccc(N=Nc3ccc(O)c4ncccc34)cc2)c1C
67	O=C1NC(=O)C(Cn2c(-c3ccccc3)nc3ccccc32)C(=O)N1
68	N#C/C(=C\c1ccccc1[N+](=O)[O-])C(=O)O
compound no.,65,66,67,68
UO-31,73,75,85,77
SN12C,95,95,105,104
TK-10,106,109,121,nt
IGROV1,103,97,99,102
ACHN,100,94,108,97
NCI/ADR-RES,105,99,103,105
CAKI-1,88,91,91,88
786-0,105,104,103,103

Part of the list above, tab-delimited.
entry	canonical_smiles	UO-31	SN12C	TK-10	IGROV1	ACHN	NCI/ADR-RES	CAKI-1	786-0
51	Nc1c(C(=O)N2c3ccccc3Sc3ccccc32)sc2nc3c(cc12)CCCCCC3	78	102	90	101	95	103	96	98
52	COc1cc(C=O)ccc1OC(=O)c1cc(-c2ccccc2)n(-c2ccc(S(C)(=O)=O)cc2)n1	87	102	132	112	109	105	102	106
53	COC(=O)/C=c1\[nH]n2/c(=C/c3ccc(OC)cc3)c(=O)nc-2n(-c2ccccc2)c1=O	73	95	117	82	99	100	97	88
54	COc1cccc(/C(C)=N/NC(=O)CSc2nc3ccccc3c(=O)n2CCc2ccc(S(N)(=O)=O)cc2)c1	99	40	32	77	85	75	71	-27*
55	O=C(O)C1(NC2CCCCC2)CCCCC1	71	103	105	98	96	102	96	98
56	CCc1ccc(-c2ccc(-n3nc(C)c(C#N)c3N)cc2)cc1	82	89	95	115	108	86	nt	83
57	Cc1oc(-c2ccc(Cl)cc2)nc1C1=NN(C(=O)c2ccncc2)C(c2ccc(Cl)cc2)C1 (configuration not stated)	64	91	94	83	76	81	74	74
58	COc1ccc(Oc2nc(Nc3ccc(N4CCOCC4)cc3)ncc2NC(=O)c2ccnc([N+](=O)[O-])c2)cc1	71	104	116	98	98	99	86	94
59	CCOc1ccc(-n2c(-c3cc(OC)c(OC)c(OC)c3)nnc2-c2ccc(OC)cc2N)cc1	57	92	70	57	nt	77	nt	90
60	COc1cccc(-c2nc3ccc(C(=O)NN4C(=O)c5ccc(C(=O)O)cc5C4=O)cc3[nH]2)c1	92	102	114	107	111	126	103	102
61	CCOC(=O)C1C(C)=CC(=O)CC1CC (configuration not stated)	85	106	88	120	103	110	100	102
62	CCCc1[nH]nc2c1C(c1cc3c(cc1Br)OCO3)C(C#N)=C(N)O2 (configuration not stated)	68	92	112	106	102	103	77	103
63	COc1ccc2cc([C@H](C)C(=O)NCc3ccccc3)ccc2c1	46	34	66	47	55	-10*	35	60
64	CC(C)OC(=O)c1c2cc(F)c(F)cc2nn1Cc1ccccc1	58	nt	85	76	77	79	59	71
65	CC12c3ccccc3C(C)(C3C=CC=CC31)C(NS(=O)(=O)c1ccccc1)C2O (configuration not stated)	73	95	106	103	100	105	88	105
66	Cc1coc(NS(=O)(=O)c2ccc(N=Nc3ccc(O)c4ncccc34)cc2)c1C	75	95	109	97	94	99	91	104
67	O=C1NC(=O)C(Cn2c(-c3ccccc3)nc3ccccc32)C(=O)N1	85	105	121	99	108	103	91	103
68	N#C/C(=C\c1ccccc1[N+](=O)[O-])C(=O)O	77	104	nt	102	97	105	88	103
